PI5P4Ka inh = blocks human PI5P4K alpha kinase activity; actives 1.2% (n = 330,000); PI5P4Kalpha enzyme, ADP-Glo luminescence, 60 min; hits give low values; P48426; max response, %; active means max response of -50% or lower; inconclusive means between -30% and -50%; inactive means -30% or higher; further: value at the top dose of about 77 µM; on the % scale 0 is the no-effect control and ±100 the full control effect
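qHTS, 1536-well: enzyme/substrate mix, compound by pin tool, 5 microM ATP final; RT 60 min; ADP-Glo reagents 1 (45 min) then 2 (30 min); luminescence.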
EPAC1 antag = EPAC1 (human) antagonism | Potency, µM (series often up to 115 µM), without a hit: top-dose activity change, negative = inhibition, actives largely listed as inhibitors | EPAC1 GEF assay, Rap1b-BODIPY-GDP exchange fluorescence | actives 0.14% (n = 360,000) | O95398;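 further: potency means the concentration at half of the fitted maximal effect; plate controls were vehicle for no effect and positive control for full effect; nearly all actives have a fitted effect of over 50% in size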
Abeta rescue = restores growth of yeast expressing A-beta42 peptide; yeast expressing A-beta42, growth rescue, OD600, 48 h; response scale: 0% DMSO, 100% iron-clioquinol control; actives 0.063% (n = 410,000); Potency, µM (titrated, usually from 46.1 µM), for the others: at the top dose growth rescue, usual class: activators; further: potency means the concentration at half of the fitted maximal effect; nearly all actives have a fitted effect of over 55% in size
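Yeast growth medium received pinned compounds, then yeast cells expressing toxic A-beta were added; plates incubated at 30 C for 48 hr. Growth read as absorbance at 600 nm, normalized to DMSO and equimolar FeCl3 plus clioquinol controls.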
WRN inhibitor = WRN helicase (human) inhibition | Q14191 | WRN helicase unwinding, fluorescent forked duplex, kinetic | Potency, µM (doses to about 114 µM), for inactives: top-dose activity change, negative = inhibition, hits mostly inhibitors | actives 0.46% (n = 360,000); further: potency means the concentration at half of the fitted maximal effect; on the % scale 0 is the no-effect control and ±100 the full control effect; nearly all actives have a fitted effect of over 55% in size
Target sequence (Q14191 whole entry, looked up): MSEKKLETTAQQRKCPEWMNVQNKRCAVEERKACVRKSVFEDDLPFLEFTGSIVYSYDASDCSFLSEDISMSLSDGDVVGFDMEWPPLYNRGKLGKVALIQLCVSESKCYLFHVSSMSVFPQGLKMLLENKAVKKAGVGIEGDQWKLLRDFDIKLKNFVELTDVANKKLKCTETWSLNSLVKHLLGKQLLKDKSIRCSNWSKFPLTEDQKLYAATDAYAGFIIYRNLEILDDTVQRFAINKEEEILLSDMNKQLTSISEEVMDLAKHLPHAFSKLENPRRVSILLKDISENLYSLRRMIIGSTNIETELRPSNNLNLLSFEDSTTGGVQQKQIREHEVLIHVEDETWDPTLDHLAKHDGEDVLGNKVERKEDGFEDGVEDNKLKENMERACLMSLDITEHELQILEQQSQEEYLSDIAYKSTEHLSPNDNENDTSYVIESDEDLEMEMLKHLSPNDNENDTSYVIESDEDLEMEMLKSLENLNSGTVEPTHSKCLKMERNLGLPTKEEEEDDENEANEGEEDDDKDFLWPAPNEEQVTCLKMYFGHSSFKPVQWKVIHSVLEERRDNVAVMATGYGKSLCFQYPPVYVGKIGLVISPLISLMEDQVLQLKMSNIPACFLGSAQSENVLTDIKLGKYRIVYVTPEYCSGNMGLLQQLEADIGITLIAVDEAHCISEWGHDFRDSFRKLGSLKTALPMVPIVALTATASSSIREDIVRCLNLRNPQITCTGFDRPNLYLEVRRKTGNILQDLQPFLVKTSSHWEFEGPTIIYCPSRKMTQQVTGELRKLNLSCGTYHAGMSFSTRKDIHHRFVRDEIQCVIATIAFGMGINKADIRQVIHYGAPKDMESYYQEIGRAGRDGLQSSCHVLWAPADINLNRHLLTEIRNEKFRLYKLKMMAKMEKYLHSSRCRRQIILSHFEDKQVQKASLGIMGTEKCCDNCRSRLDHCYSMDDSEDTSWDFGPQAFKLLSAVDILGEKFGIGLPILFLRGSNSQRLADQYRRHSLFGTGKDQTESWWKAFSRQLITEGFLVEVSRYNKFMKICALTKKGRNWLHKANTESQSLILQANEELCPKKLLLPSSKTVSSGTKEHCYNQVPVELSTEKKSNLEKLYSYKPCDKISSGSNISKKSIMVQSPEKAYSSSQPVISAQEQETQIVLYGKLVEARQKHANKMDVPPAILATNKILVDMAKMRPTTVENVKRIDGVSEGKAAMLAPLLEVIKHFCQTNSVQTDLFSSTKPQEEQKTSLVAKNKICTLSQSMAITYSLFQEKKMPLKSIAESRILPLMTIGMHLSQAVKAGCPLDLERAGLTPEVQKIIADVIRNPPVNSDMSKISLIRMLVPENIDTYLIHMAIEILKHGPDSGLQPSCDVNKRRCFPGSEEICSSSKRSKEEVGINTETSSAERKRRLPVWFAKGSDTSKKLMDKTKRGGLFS
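WRN at 20 nM final was preincubated with compound for 15 min at room temperature; reaction started with 100 nM forked duplex oligonucleotide carrying fluorophore and quencher plus 2 mM ATP (final). Unwinding followed kinetically by red fluorescence (ex 525/em 598 nm).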
IL-2 act = activators of IL-2. actives 0.065% (n = 360,000). activation, % (series mostly up to about 46 µM). IL-2 activation reporter assay, cell-based qHTS; stimulated with anti-CD3/CD4/CD28 beads; in transgenic mouse T cells; in the data active means activation above about 50%; inconclusive means mostly about 30% to 49%; further: 0% is about no effect
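EGFP and DsRed fluorescence is measured by plate cytometry in unstimulated transgenic mouse T cells exposed to compound for 60 minutes, then stimulated 18 hours at 37 degrees C with anti-CD3/anti-CD4 beads plus anti-CD28.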
FUS suppressor = suppressors of FUS proteinopathy in yeast; S. cerevisiae FUS-expressing, growth rescue, OD600, 24 h; actives 0.24% (n = 390,000); AID 1347120; Potency, µM (doses to about 76.6 µM), for the others: top-dose growth rescue (activation), actives largely listed as activators;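 further: potency means the concentration at half of the fitted maximal effect; plate controls were DMSO vehicle for no effect and reference control for full effect; nearly all actives have a fitted effect of over 55% in size; some results filed as inactive show a strong effect at the top dose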
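Cultures pregrown in 2.5% raffinose medium are shifted to minimal medium containing 2% galactose to express toxic FUS. Compounds are tested at several concentrations. After 24hr at 30C, growth is quantified at 600 nm absorbance.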
PLK1 PBD inh = PLK1 (human) polo-box domain binding inhibition; Plk1 PBD binding of FITC phosphopeptide, fluorescence polarization; Potency, µM, for inactives: max response, negative = inhibition, actives largely listed as inhibitors; actives 2.8% (n = 360,000); AID 720504; further: potency means the concentration at half of the fitted maximal effect; series mostly up to about 57 µM; on the % scale 0 is the no-effect control and ±100 the full control effect; nearly all actives have a fitted effect of over 65% in size
EPAC1 ag = activates human EPAC1 exchange factor | O95398 | EPAC1 agonist qHTS, biochemical assay; response scale: 100% = response to 6.5 mM cAMP | Potency, µM (titrated, usually from 154 µM), for inactives: at the top dose activation, actives largely listed as activators | actives 0.073% (n = 360,000); further: potency means the concentration at half of the fitted maximal effect; nearly all actives have a fitted effect of over 60% in size
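EPAC1 100 nM, Rap1B–BODIPY-GDP 250 nM, unlabeled GDP 50 uM; compound titration; 5 min RT; kinetic read ex480/em540 at 5-min intervals ×30 min; data normalized to 6.5 mM cAMP agonist control.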
* hit, by the source's call; ? = inconclusive; · = not tested or not shown; & = joins results of further samples; [ ] = another dose, or the depositor's remark. Unless noted, the call rests on the fitted dose curve; in most records, active means well fitted curve in the direction sought with a large enough effect; inconclusive means small, poorly fitted or top-dose-only effect, or another doubt; inactive means no such curve, though single readings can be large; an effect the other way counts as inactive or inconclusive.

molecule	PI5P4Ka inh	EPAC1 antag	Abeta rescue	WRN inhibitor	IL-2 act	FUS suppressor	PLK1 PBD inh	EPAC1 ag
NC(=O)NC(=O)COC(=O)CC12CC3CC(CC(C3)C1)C2	2	-1%	2%	-3%	-0.9	-8%	-4%	-4%
O=C(CCN1CCN(C(=O)c2ccccc2)CC1)c1ccc(Br)cc1	1	?	-14%	-27%	-0.4	20%	?	3%
CCOC(=O)C1(Cc2ccccc2)CCN(Cc2nccn2CC)CC1	1	-7%	5%	-9%	6.3	28%	-10%	2%
CC(=O)NN1C(=O)c2ccccc2NC1c1ccc([N+](=O)[O-])o1 (stereo unspecified)	0	5%	-18%	-6%	0.1	-35%	0%	14%
COc1ccc2c(-c3ccccc3)cc3nnnn3c2c1	·	-3%	-17%	-6%	-1.8	2%	-4%	3%
O=C(Nc1ccc(F)c(Cl)c1)c1cc(C2CCCCN2C(=O)c2ccc3c(c2)CCO3)on1 (stereo unspecified)	1	-11%	8%	-1%	-0.4	?	-3%	0%
Cc1cccc(OCC(=O)N/N=C\C=C\c2ccc3c(c2)OCO3)c1C	7	-6%	2%	-12%	-0.1	8%	-9%	0%
CC(C)OC(=O)Cn1nc(C(F)(F)F)c2c1CCCC2	0	5%	6%	6%	0.5	-8%	4%	-8%
CC1CC(C)CN(C(=O)CSc2nc(N)cc(=O)[nH]2)C1 (stereo unspecified)	-8	-11%	-13%	2%	-1.7	-11%	-8%	2%
COc1ccc(C2(C)NC(=O)N(CC(=O)NC(C)c3ccc(CC(C)C)cc3)C2=O)cc1 (stereo unspecified)	-9	-22%	9%	-6%	-0.6	14%	-5%	-6%
CCc1ccc(NC(=O)C2C3C=CC(C4CC34)C2C(=O)O)cc1 (stereo unspecified)	-14	-1%	18%	-7%[57.1 µM]	-0.4	11%	-12%	2%
Cc1ccccc1-c1cc2c(c3c1ccn3C)C1CCC2C1 (stereo unspecified)	-15	-9%	14%	-9%	0.2	3%	-10%	-7%
O=C(CCCOc1ccccc1)N1CCc2ccccc2C1	-11	-6%	-1%	-2%	-0.2	-18%	-7%	10%
COc1ccc(-c2ccc(C#N)c(OC(=O)c3c(Cl)cccc3Cl)n2)cc1	13	-6%	-19%	-8%	-0.1	11%	-5%	13%
CC(=O)N1CCC(N(CCCOC(C)C)C(=O)Nc2ccc(C)c(C)c2)CC1	·	-2%	8%&-1%	0%	-0.3	-15%&32%	-8%	2%
O=C(O)c1ccc(CS(=O)(=O)Cc2ccccc2F)o1	5	7%	7%	3%	0.4	·	0%	-5%
COc1cccc(CN2CCCC(C(=O)Nc3ccc(-c4cscn4)cc3)C2)c1 (stereo unspecified)	4	?	-8%	-20%	-1.9	·	-10%	-2%
Cc1cc(C)cc(NC(=O)CSc2nc3nc(C)cc(C)n3n2)c1	-1	-1%	-10%	-20%	-0.4	·	-2%	-2%
COC(=O)CN(c1cc(C(F)(F)F)ccc1Cl)S(C)(=O)=O	·	11%	12%	6%	-0.9	4%	2%	-1%
CCc1noc(C)c1C(=O)NNC(=O)c1ccc(F)cc1	0	4%	0%	-5%	-5.3	0%	-7%	-4%

Entries of single compounds from above. Order of screens: PI5P4Ka inh | EPAC1 antag | Abeta rescue | WRN inhibitor | IL-2 act | FUS suppressor | PLK1 PBD inh | EPAC1 ag
CCc1ccc(NC(=O)C2C3C=CC(C4CC34)C2C(=O)O)cc1 (stereo unspecified) as listed: -14 | -1% | 18% | -7%[57.1 µM] | -0.4 | 11% | -12% | 2%
CC(C)OC(=O)Cn1nc(C(F)(F)F)c2c1CCCC2 as listed: 0 | 5% | 6% | 6% | 0.5 | -8% | 4% | -8%

Next part:
molecule	PI5P4Ka inh	EPAC1 antag	Abeta rescue	WRN inhibitor	IL-2 act	FUS suppressor	PLK1 PBD inh	EPAC1 ag
OCCN1CCN(C(=S)Nc2ccc(SC(F)F)cc2)CC1	-7	-9%	-23%	4%	-4.2	-22%	-2%	-2%
CCc1ccc(/C=N/n2c(C3CCCCC3)n[nH]c2=S)cc1	-6	18%	28%	2%	-0.3	-34%	?	-18%
COc1ccccc1N1CCN(CC(=O)c2c(C)[nH]c3ccccc23)CC1	·	11%	1%	0%	-1.3	6%	-5%	4%
CN(C)N=Nc1ccc(S(=O)(=O)NC(=O)Cc2ccccc2)cc1	1	-7%	-25%	5%	-0.3	-6%	-9%	8%
O=C(NC(=S)Nc1ccc(N2CCCCC2)cc1)c1cccs1	·	-10%	-3%	-6%	-2.8	48%	-14%	16%
Cc1ccc(/C=N/NC(=O)CSc2nc3ccccc3n2Cc2ccc(Cl)cc2)o1	-24	-19%	30%	-8%	0.8	?	-7%	6%
COc1cccc(N2[C@@H](CC(C)=O)c3ccccc3S2(=O)=O)c1	-9	4%	0%	14%	1.4	-4%	3%	-1%
CCCCNC(=O)C(NC(=O)c1cccc(C(F)(F)F)c1)C(=O)c1ccccc1 (stereo unspecified)	2	-17%	-2%	-1%	-0.4	-26%	-8%	3%
COc1ccc(NC(=O)CCNC(=O)c2ccc([N+](=O)[O-])cc2)cc1S(=O)(=O)N1CCOCC1	?	-2%	7%	-10%	-2.4	27%	-4%	6%
Cc1ccc(NC(=O)Cn2ncc3ccccc32)c(Cl)c1	-4	-4%	4%	-9%[57.1 µM]	-0.4	-10%	0%	-8%
CCN(CC)CCCn1c2c(c(SCC(=O)Nc3cccc(C)c3C)nc1=O)CCC2	-5	3%	10%	0%	-5.4	-11%	-6%	1%
CCOC(=O)c1ccc(NC(=O)CCn2nnc3ccccc32)cc1	1	1%	-8%	5%[57.1 µM]	-0.5	7%	0%	1%
COc1ccc(N2CC(NC(=O)c3cccc4ccccc34)CC2=O)cc1OC (stereo unspecified)	7	-15%	0%	-3%	-1.1	-2%	-2%	4%
Cc1n(Cc2ccccc2)c2ccccc2[n+]1Cc1ccccc1	-1	?	4%	-2%	-1.0	15%	?	4%
Cc1ccc(NC(=O)Cc2ccsc2)cc1Cl	-3	5%	7%	1%	-0.7	-5%	0%	3%
CS(=O)(=O)N(CC(=O)Nc1ccc2c(c1)OCCO2)Cc1ccc(Cl)cc1	-6	-13%	2%	-16%	1.1	0%	-14%	7%
CC(C)(C)[C@@H]1C=C(C(=O)N2CCN(Cc3ccccc3)CC2)O[C@H](OCCCCO)C1	1	21%	-9%	-1%	0.7	2%	-2%	-21%
COc1ccc(Cl)cc1S(=O)(=O)N1CCN=C1C	6	3%	6%	-6%	1.7	-11%	5%	-14%
CCn1c(=O)c(-[n+]2ccccc2)c(O)c2ccccc21	-1	-1%	1%	-5%	2.4	24%	-5%	0%
O=C(/C=N/O)Nc1ccc(F)cc1	-9	8%	-4%	4%	-0.2	6%	-2%	5%
COc1ccc(NC(=O)CN2CCC(C)CC2)c([N+](=O)[O-])c1	·	-5%	11%	-10%	-3.6	-21%	-4%	5%
CCOC(=O)N1CCN(C(=O)CSCC(=O)N=c2sc3ccccc3n2C)CC1	3	4%	8%	-31%[57.1 µM]	-2.2	7%	-10%	-8%
O=c1[nH]ccc2c([N+](=O)[O-])cccc12	-1	-5%	-6%	-1%	0.0	-27%	0%	3%
O=C(CN1C(=O)NC2(CCCCCC2)C1=O)Nc1ccc(Br)cc1Br	-2	3%	26%	-4%	0.8	14%	-3%	10%
O=C(CN1CCCCC1)Nc1ccc(N2CCCCCC2)cc1	-7	1%	4%	-5%	0.8	25%	-8%	-9%
O=C(COC(=O)c1cc(Cl)nc(Cl)c1)Nc1ccc(Cl)c(S(=O)(=O)N2CCOCC2)c1	0	-2%	-21%	4%	0.3	10%	4%	9%
CCc1cc2c(=O)c(-c3cnn(-c4ccccc4)c3)c(C)oc2cc1OCC(=O)Nc1cccc(C)c1	-5	-15%	1%	-8%	-2.4	·	5%	-10%
Cc1cc(C)c(NC(=O)c2ccc(CN3CCc4ccccc4C3)cc2)c(C)c1	4	0%	10%	-6%	0.1	17%	-7%	1%
O=C(O)CSc1nnc2c(n1)[nH]c1ccccc12	-12	-2%	-3%	-23%	-0.3	20%	24µM*	-6%
CCOC(=O)COc1c(/C=N\O)cc(Cl)cc1OC	-1	15%	-14%	4%	-0.1	-8%	-9%	-3%
Cc1nc(NC(=O)CSc2cc(C)c3ccccc3n2)c(Cl)cc1Cl	-3	-12%	16%	2%	-0.2	-11%	?	-6%
COc1cc(C2Nc3ccccc3NC3=C2C(=O)CC(C)(C)C3)cc(OC)c1OC(C)=O (stereo unspecified)	-1	3%	8%	14%	-1.7	1%	-22%	2%
CCN(CC(=O)NCC1CCCO1)S(=O)(=O)c1ccc2ccccc2c1 (stereo unspecified)	10	10%	2%	2%	-0.6	9%	0%	11%
O=C1NC(=O)/C(=C/c2ccc(O)cc2)S1	?	-7%	-4%	-9%	-0.3	·	0%	-3%
Cn1ncc2c(Nc3ccc(Br)cc3)nc(Nc3ccc(Br)cc3)nc21	-28	-17%	-32%[inhibitor]	-18%	-1.6	8%	-12%	2%
CN1CCO/C1=C(\C(Cl)=C(Cl)Cl)[N+](=O)[O-]	2	8%	-5%	-12%	0.4	-9%	?	5%
Cc1cccc(C)c1C(O)c1ncc(-c2ccccc2Cl)[nH]1 (stereo unspecified)	3	4%	-14%	-1%	0.3	-19%	3%	0%
Cc1ccc(/C(O)=C2/C(=O)C(=O)N(CC(=O)O)C2c2ccc([N+](=O)[O-])cc2)cc1 (stereo unspecified)	2	-9%	-5%	-2%	-0.3	33%	-20%	8%
Cc1ccn(C(CC(=O)c2ccc(Br)cc2)C(=O)O)n1 (stereo unspecified)	·	33%[activator]	-1%	-24%	-0.5	11%	-23%	-2%
Cc1cccc(SC2CCN(Cc3nc(CC4CC4)no3)CC2)c1	2	-23%	20%	-2%	-0.4	20%	-5%	4%
CCC(C)NC(=O)c1ccc(CNS(=O)(=O)c2ccc3c(c2)C(C)(C)C(=O)N3C)cc1 (stereo unspecified)	4	-11%	-12%&-1%	-8%	-3.1	10%&-4%	-1%	-13%
COC(=O)C1=C(C)N(C2CCCCC2)C(=O)/C1=C\c1cccs1	9	0%	0%	-11%	-0.2	6%	1%	-16%
CC(=O)N=C1C=CC(=CN(O)C(C)(C)Cc2ccccc2)C=C1	-2	-15%	-6%	-4%	0.5	-32%	-9%	-21%
COc1ccc(-n2c(SCC(=O)Nc3cc(C(=O)O)ccc3C)nc3ccccc3c2=O)cc1Cl	-64*	9%	-1%	-14%	1.1	?	-6%	1%

Assay outcomes (PubChem)

Random draw from the library (roughly 4.1% active in at least one column).
